TcdB inh = blocks C. difficile toxin B glycohydrolase activity; TcdB glycohydrolase enzymatic assay, plate reader; inhibition, % at 9.99 µM; 350,000 tested, 0.24% active; in the data active means inhibition above about 10%
Numbers without * were called inactive; & = joins results of further samples. These rows are one share of the data; the hit share may differ from the screen's.

| molecule | TcdB inh |
| --- | --- |
| COc1ccccc1NC(=O)N[C@H]1CC[C@@H](CCn2cc(-c3cccnc3)nn2)O[C@H]1CO | -1.4 |
| CC=Cc1ccc2n(c1=O)C[C@@H]1[C@@H](CO)[C@H](C(=O)NCCC)N(CC3CCCC3)[C@H]21 (mixture of isomers) | 0.9 |
| Cc1noc(C)c1S(=O)(=O)Nc1ccc2c(c1)C(=O)N([C@@H](C)CO)C[C@H](C)[C@@H](CN(C)Cc1ccc(C(F)(F)F)cc1)OCCCC[C@@H](C)O2 | -0.3 |
| Cc1ccc(S(=O)(=O)N(C)C[C@@H]2OCCCC[C@@H](C)Oc3ccc(N(C)C)cc3C(=O)N([C@H](C)CO)C[C@@H]2C)cc1 | -20 |
| CC(=O)Nc1ccc2c(c1)C(=O)N(C)[C@@H]1CC[C@@H](CC(=O)Nc3cn(C)nc3C)O[C@@H]1CO2 | 0.8 |
| C[C@@H]1CN([C@H](C)CO)C(=O)Cc2cc(NC(=O)CCN3CCOCC3)ccc2O[C@@H]1CN(C)Cc1ccc2c(c1)OCO2 | 1.5 |
| C[C@H]1CN([C@@H](C)CO)S(=O)(=O)c2ccc(C#CC3CCCC3)cc2O[C@@H]1CN(C)C | -1.4 |
| C[C@H]1CN([C@@H](C)CO)C(=O)c2cc(NS(=O)(=O)c3ccccc3)ccc2O[C@H]1CN(C)C(=O)NC1CCCCC1 | 0.4 |
| COc1ccc(S(=O)(=O)Nc2ccc3c(c2)C(=O)N([C@@H](C)CO)C[C@@H](C)[C@@H](CN(C)S(=O)(=O)c2ccc(F)cc2)O3)cc1 | 2.0 |
| COCC(=O)N(C)C[C@H]1Oc2ncc(-c3ccccc3C)cc2C(=O)N([C@@H](C)CO)C[C@H]1C | 0.9 |
| C[C@H](CO)N1C[C@H](C)[C@H](CN(C)C)OCCCC[C@H](C)Oc2ccc(NS(=O)(=O)c3ccc(F)cc3)cc2C1=O | 0.8 |
| COc1ccccc1-c1ccc([C@@H]2[C@@H](C#N)N(C(=O)CN(C)C)[C@H]2CO)cc1 | 0.3 |
| Cc1ccc(S(=O)(=O)N(C)C[C@H]2Oc3ccc(NC(=O)Cc4ccccc4)cc3C(=O)N([C@@H](C)CO)C[C@H]2C)cc1 | 0.7 |
| COc1ccc2c3c([nH]c2c1)[C@H](CO)N(C(=O)C1CC1)CC31CN(C)C1 | -0.6 |
| C[C@H](NC(=O)[C@@H]1[C@@H](CO)[C@@H]2Cn3c(cccc3=O)[C@@H]2N1CC1CCCCC1)c1ccccc1 | 0.3 |
| Cc1ccc(S(=O)(=O)N(C)C[C@@H]2Oc3c(NS(=O)(=O)c4ccccc4)cccc3C(=O)N([C@H](C)CO)C[C@H]2C)cc1 | 0.2 |
| COc1ccc(CN(C)C[C@@H]2OCCCC[C@H](C)Oc3ccc(NC(=O)CCC(F)(F)F)cc3C(=O)N([C@@H](C)CO)C[C@@H]2C)cc1 | 0.3 |
| C[C@H]1CN([C@@H](C)CO)C(=O)Cc2cc(NC(=O)Cc3ccccc3)ccc2O[C@@H]1CN(C)Cc1ccc(C(F)(F)F)cc1 | 0.5 |
| C[C@@H]1CCCCO[C@@H](CN(C)C(=O)CCC(F)(F)F)[C@H](C)CN([C@@H](C)CO)C(=O)c2cc(NS(=O)(=O)c3ccc(Cl)cc3)ccc2O1 | -0.1 |
| CO[C@@H]1CN(C)C(=O)c2cc(NC(C)=O)ccc2OC[C@@H](C)N(Cc2ccccc2C(=O)O)C[C@H]1C | 0.2 |
| CNC(=O)C[C@@H]1CC[C@@H]2[C@H](COC[C@@H](O)CN2C(=O)c2ccc3c(c2)OCO3)O1 | 0.4 |
| CO[C@H]1CN(C)C(=O)c2cc(NC(=O)c3cc(C)on3)ccc2OC[C@H](C)N(C(C)=O)C[C@@H]1C | -1.0 |
| O=C(N[C@H]1CC[C@H](CCNC(=O)c2cnccn2)O[C@H]1CO)c1ccc2c(c1)OCO2 | -0.3 |
| Cc1ccc(S(=O)(=O)Nc2cccc3c2O[C@@H](CN(C)S(=O)(=O)c2cccs2)[C@@H](C)CN([C@@H](C)CO)C3=O)cc1 | -1.9 |
| CC=Cc1ccc2n(c1=O)C[C@@H]1[C@@H](CO)[C@H](C(=O)NC3CCC3)[C@H]2N1Cc1ccccc1 (mixture of isomers) | -0.1 |
| O=C(Cc1ccccn1)N[C@@H]1CC[C@H](CCNC(=O)c2cc(Cl)cc(Cl)c2)O[C@H]1CO | -0.8 |
| COc1ccc2c3c([nH]c2c1)[C@H](CO)N(Cc1nccs1)CC31CCN(Cc2cccnc2)CC1 | 2.1 |
| CO[C@H]1CN(C)C(=O)c2ccc(NC(=O)C3CCCCC3)cc2OC[C@H](C)N(C)C[C@H]1C | -0.3 |
| O=C(Cc1ccncc1)NCC[C@H]1CC[C@H](NC(=O)C2CCCCC2)[C@H](CO)O1 | -0.8 |
| CCC(=O)N1C[C@H](C)[C@@H](OC)CN(C)C(=O)c2ccc(NC(=O)c3cnccn3)cc2OC[C@H]1C | -0.7 |
| C[C@H](CO)N1C[C@H](C)[C@@H](CN(C)C(=O)c2ccccn2)Oc2ncc(-c3cccc(C#N)c3)cc2C1=O | 0.4 |
| CCCNC(=O)N1[C@@H]2CN(C(=O)c3ccncc3)c3ccccc3[C@@H]2[C@@H]1CO | -0.9 |

Structures shown so far that have a halogen, in the order listed:
| molecule | TcdB inh |
| --- | --- |
| Cc1noc(C)c1S(=O)(=O)Nc1ccc2c(c1)C(=O)N([C@@H](C)CO)C[C@H](C)[C@@H](CN(C)Cc1ccc(C(F)(F)F)cc1)OCCCC[C@@H](C)O2 | -0.3 |
| COc1ccc(S(=O)(=O)Nc2ccc3c(c2)C(=O)N([C@@H](C)CO)C[C@@H](C)[C@@H](CN(C)S(=O)(=O)c2ccc(F)cc2)O3)cc1 | 2.0 |
| C[C@H](CO)N1C[C@H](C)[C@H](CN(C)C)OCCCC[C@H](C)Oc2ccc(NS(=O)(=O)c3ccc(F)cc3)cc2C1=O | 0.8 |
| COc1ccc(CN(C)C[C@@H]2OCCCC[C@H](C)Oc3ccc(NC(=O)CCC(F)(F)F)cc3C(=O)N([C@@H](C)CO)C[C@@H]2C)cc1 | 0.3 |
| C[C@H]1CN([C@@H](C)CO)C(=O)Cc2cc(NC(=O)Cc3ccccc3)ccc2O[C@@H]1CN(C)Cc1ccc(C(F)(F)F)cc1 | 0.5 |
| C[C@@H]1CCCCO[C@@H](CN(C)C(=O)CCC(F)(F)F)[C@H](C)CN([C@@H](C)CO)C(=O)c2cc(NS(=O)(=O)c3ccc(Cl)cc3)ccc2O1 | -0.1 |
| O=C(Cc1ccccn1)N[C@@H]1CC[C@H](CCNC(=O)c2cc(Cl)cc(Cl)c2)O[C@H]1CO | -0.8 |

(cont.)
Molecule	TcdB inh
C/C=C/c1ccc([C@@H]2[C@@H](CO)N3CCCCN(C(=O)Nc4ccccc4F)C[C@H]23)cc1	0.9
C[C@@H]1CN([C@H](C)CO)C(=O)c2ccccc2-c2ccccc2CO[C@H]1CN(C)C(=O)Nc1cccc(C(F)(F)F)c1	0.6
COc1ccc(NC(=O)N[C@H]2CC[C@@H](CCn3cc(-c4ccc(F)cc4)nn3)O[C@@H]2CO)cc1	-4.0
C/C=C/c1ccc([C@@H]2[C@@H](CO)N(C(=O)COC)[C@H]2CNC(=O)CC)cc1	-0.1
C[C@H](CO)N1C[C@H](C)[C@H](CN(C)Cc2ccc(Oc3ccccc3)cc2)Oc2ccc(NS(=O)(=O)c3ccccc3)cc2C1=O	0.1
C[C@H](CO)N1C[C@H](C)[C@@H](CN(C)C(=O)c2cc(Cl)cc(Cl)c2)OCc2ccccc2-c2ccccc2C1=O	2.1
CN(C)CCCNC(=O)[C@@H]1[C@@H](CO)[C@@H]2Cn3c(ccc(-c4ccncc4)c3=O)[C@H]1N2C(=O)C1CC1	-1.6
C[C@H]1CCCCO[C@@H](CN(C)Cc2ccncc2)[C@@H](C)CN([C@@H](C)CO)C(=O)c2cc(N(C)C)ccc2O1	-24
COC(=O)C[C@H]1C=C[C@@H](NS(=O)(=O)c2ccccc2F)[C@@H](CO)O1	-0.2
C[C@H](CO)N1C[C@H](C)[C@@H](CN(C)Cc2ccncc2)Oc2ccc(NC(=O)Cc3ccccc3)cc2CC1=O	0.5
O=C(NC1CCCCC1)N1C[C@@H]2N[C@H](C1)C2c1ccc(-c2cccc(F)c2)cc1 (some centres undefined)	0.1&-0.4
CCCN1[C@@H]2c3ccc(-c4ccccc4F)c(=O)n3C[C@@H]2[C@@H](CO)[C@@H]1C(=O)NCC	-0.1
C[C@H](CO)N1C[C@H](C)[C@H](CN(C)CC2CC2)Oc2cc(-c3cccc(F)c3)ccc2S1(=O)=O	-0.4
Cn1cnc(S(=O)(=O)N2CCCCN3[C@@H](CO)[C@H](c4ccc(C#CC5CCCC5)cc4)[C@@H]3C2)c1	-2.1
Cc1noc(C)c1NC(=O)N(C)C[C@H]1OCCCC[C@@H](C)Oc2ccc(NS(=O)(=O)c3ccccc3)cc2C(=O)N([C@@H](C)CO)C[C@H]1C	0.2
CCCN(C)C[C@H]1OCCCC[C@H](C)Oc2ccc(NC(=O)Nc3ccc4c(c3)OCO4)cc2C(=O)N([C@@H](C)CO)C[C@@H]1C	-0.4
O=C(C[C@@H]1C=C[C@H](NC(=O)c2ccccn2)[C@@H](CO)O1)NCc1cc(F)cc(F)c1	0.2
COc1ccc(CNC(=O)C[C@H]2CC[C@@H](NS(=O)(=O)c3cccc(OC)c3)[C@H](CO)O2)cc1	-0.4
O=C(C[C@H]1C[C@@H]2c3cc(NC(=O)Nc4ccccc4)ccc3O[C@@H]2[C@@H](CO)O1)NCc1ccccn1	-0.7
Cc1noc(C)c1NC(=O)N(C)C[C@H]1OCCCC[C@H](C)Oc2ccc(NS(=O)(=O)c3ccccc3)cc2C(=O)N([C@@H](C)CO)C[C@H]1C	0.0
CCCNC(=O)Nc1ccc2c(c1)OC[C@H](C)N(S(C)(=O)=O)C[C@@H](C)[C@@H](OC)CN(C)C2=O	-3.0
CN1CCN(C(=O)C[C@@H]2C[C@@H]3c4cc(NC(=O)c5ccc6c(c5)OCO6)ccc4O[C@@H]3[C@@H](CO)O2)CC1	3.1
Cc1noc(C)c1S(=O)(=O)Nc1ccc2c(c1)C(=O)N([C@@H](C)CO)C[C@@H](C)[C@@H](CN(C)Cc1ccc(C(=O)O)cc1)OCCCC[C@H](C)O2	-2.0
Cc1cccc(NC(=O)C[C@H]2CC[C@H]3[C@@H](COc4ccc(NC(=O)C5CCC5)cc4C(=O)N3C)O2)c1	-1.3
CC(C)NC(=O)Nc1ccc2c(c1)C(=O)N([C@@H](C)CO)C[C@H](C)[C@H](CN(C)Cc1ccccc1)OCCCC[C@H](C)O2	0.0
COc1ccc(S(=O)(=O)N(C)C[C@H]2OCCCC[C@@H](C)Oc3ccc(NC(=O)NC4CCCCC4)cc3C(=O)N([C@@H](C)CO)C[C@@H]2C)cc1	-0.6
C[C@@H]1CN([C@@H](C)CO)S(=O)(=O)c2ccc(-c3ccncc3)cc2O[C@H]1CN(C)Cc1ccc(Oc2ccccc2)cc1	-7.2
COc1cccc(-c2ccc([C@H]3[C@@H](CO)N4C(=O)CN(C(=O)c5cccnc5)C[C@@H]34)cc2)c1	-8.1
COc1cccc(NC(=O)N[C@@H]2C=C[C@H](CC(=O)Nc3ccc(-c4ccccc4)cc3)O[C@H]2CO)c1	-0.3
Cc1ccc(S(=O)(=O)N(C)C[C@@H]2Oc3ccc(NC(=O)CCN4CCOCC4)cc3CC(=O)N([C@H](C)CO)C[C@@H]2C)cc1	0.0
COc1ccc(NC(=O)Nc2ccc3c(c2)C(=O)N([C@H](C)CO)C[C@H](C)[C@@H](CN(C)C(=O)Nc2ccc(OC)cc2)OCCCC[C@@H](C)O3)cc1	1.2
COc1ccc(-c2ccc3c(c2)O[C@H](CN(C)Cc2cccnc2)[C@H](C)CN([C@H](C)CO)S3(=O)=O)cc1	-1.1
C[C@H]1CCCCO[C@H](CN(C)C(=O)c2ccccc2)[C@@H](C)CN([C@@H](C)CO)C(=O)c2cc(NS(=O)(=O)c3ccc(Cl)cc3)ccc2O1	0.1
CCCNC(=O)Nc1ccc2c(c1)C(=O)N(C)[C@H]1CC[C@H](CC(=O)NC3CCC3)O[C@@H]1CO2	14*
COc1ccc2c3c([nH]c2c1)[C@@H](CO)N(Cc1ccc(Cl)cc1)CC31CCN(Cc2nccs2)CC1	-8.0
COCC(=O)N1[C@H](CO)[C@@H]2c3ccccc3N(C)C[C@@H]21	-0.4
C[C@H]1CN([C@@H](C)CO)C(=O)c2cccc(NC(=O)Nc3ccc4c(c3)OCO4)c2O[C@@H]1CN(C)S(=O)(=O)c1ccc(F)cc1	1.6
C[C@H](CO)N1C[C@H](C)[C@H](CN(C)C(=O)c2ccncc2)OCCCC[C@H](C)Oc2ccc(N(C)C)cc2C1=O	-28
CC1=C2[C@@H](c3ccccc3)OB(O)C[C@@H]2[C@@H]2C(=O)N(Cc3ccccc3)C(=O)[C@@H]2C1	-0.5
N#Cc1cccc(-c2ccc([C@H]3[C@@H](CO)N4CCCCN(C(=O)Nc5ccc(F)cc5)C[C@H]34)cc2)c1	0.9
CC(C)CC#Cc1ccc2c(c1)O[C@H](CN(C)Cc1ccncc1)[C@@H](C)CN([C@@H](C)CO)S2(=O)=O	1.0
COCC(=O)Nc1ccc2c(c1)OC[C@H](C)N(C(=O)c1cnccn1)C[C@H](C)[C@H](OC)CN(C)C2=O	0.3
COc1ccc(S(=O)(=O)N(C)C[C@H]2OCCCC[C@H](C)Oc3ccc(NS(=O)(=O)c4ccccc4)cc3C(=O)N([C@H](C)CO)C[C@@H]2C)cc1	0.3
COc1ccc(C#Cc2ccc3c(c2)O[C@H](CN(C)C(=O)Nc2cccc(OC)c2)[C@@H](C)CN([C@H](C)CO)S3(=O)=O)cc1	-0.5
C[C@@H](NC(=O)C[C@H]1CC[C@@H]2[C@H](COC[C@H](O)CN2C(=O)Nc2cccc(F)c2)O1)c1ccccc1	0.0
Cc1noc(C)c1S(=O)(=O)Nc1ccc2c(c1)CC(=O)N([C@H](C)CO)C[C@@H](C)[C@H](CN(C)C(=O)Nc1ccccc1)O2	0.7

Compound activity (PubChem BioAssay)
